Screening results from PubChem.
HT1080 IDH1KD tx – toxicity to HT-1080 IDH1 knockdown cells (counter line); HT-1080 IDH1 knockdown viability, ATP luminescence, 48 h; Potency, µM (doses to about 46.1 µM), for inactives: at the highest dose activity, negative = toxicity, most hits filed as cytotoxic; actives 2% (n = 360,000); AID 686971;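 also: potency is read from the fitted curve at half-maximal effect; 0% = DMSO wells and -100% = cell-free medium wells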
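CellTiter-Glo luminescence after 48 h compound exposure at 37 degrees C of IDH1-knockdown HT-1080 cells in 5% FBS RPMI. %Activity scaled between DMSO wells and cell-free media wells, with curves fitted and assigned curve classes.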
HT1080-NT tox – kills 2HG-producing HT-1080-NT fibrosarcoma cells; Potency, µM (top dose mostly 46.1 µM), inactives show at the top dose activity, negative = less viability, hits mostly cytotoxic; HT-1080-NT fibrosarcoma viability, CellTiter-Glo ATP luminescence, 48 h; AID 686970; actives 1.6% (n = 360,000);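 also: NT is the 2HG producing partner of a matched IDH1 knockdown line; potency is read from the fitted curve at half-maximal effect; 0% = DMSO-treated cells and -100% = media-only wells without cells; nearly all actives have a fitted effect of over 55% in size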
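Viability of the 2HG-overproducing fibrosarcoma line after 48 hours of compound exposure at 37 degrees C was determined by luminescence with CellTiter-Glo, and concentration-effect curves were then fitted and categorized.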
SW480 rereplic – induces DNA re-replication in SW480 colon adenocarcinoma cells; AID 624297; SW480 DNA re-replication, Hoechst DNA content imaging, 48 h; actives 1.8% (n = 340,000); Potency, µM (top dose mostly 46.1 µM), inactives show at the highest dose re-replication activation, most hits filed as activators; also: potency is read from the fitted curve at half-maximal effect; % of control where 0% means no effect; nearly all actives have a fitted effect of over 55% in size
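Quantitative HTS format with DMSO vehicle controls; 48 hr drug incubation at 37 C, then 40 min Hoechst staining and scanning imager measurement at 405 nm excitation.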
DRD3 agonist – activates the human D3 dopamine receptor; P35462; D3R DiscoveRx beta-arrestin cells, luminescence, 90 min; max activation, %; actives 0.58% (n = 410,000); in the data active = max activation above about 30%; also: 0% is about no effect; mostly tested at two doses, the higher about 12 µM
Target sequence (P35462 whole entry, looked up): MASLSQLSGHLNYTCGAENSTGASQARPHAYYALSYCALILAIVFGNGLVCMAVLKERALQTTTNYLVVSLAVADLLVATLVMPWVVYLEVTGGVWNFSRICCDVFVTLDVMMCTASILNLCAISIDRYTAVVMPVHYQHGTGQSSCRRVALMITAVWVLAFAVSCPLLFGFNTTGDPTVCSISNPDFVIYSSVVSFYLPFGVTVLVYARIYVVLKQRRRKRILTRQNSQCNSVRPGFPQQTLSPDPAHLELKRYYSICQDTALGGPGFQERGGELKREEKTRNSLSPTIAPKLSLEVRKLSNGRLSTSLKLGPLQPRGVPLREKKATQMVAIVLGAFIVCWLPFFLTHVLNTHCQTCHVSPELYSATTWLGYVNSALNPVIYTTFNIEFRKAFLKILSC
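Cells at 1500/well, incubated overnight, then treated with pinned compounds (dopamine as control) for 90 min at 37 degrees C. DiscoveRx reagent added for 30 - 60 minutes at room temperature; luminescence read.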
MCF10A rereplic – inducers of DNA re-replication in MCF 10A breast cells | AID 624296 | Potency, µM (highest dose often 46.1 µM), inactives show at the top dose activity, positive = re-replication, actives largely listed as activators | MCF 10A DNA re-replication, Hoechst nuclear intensity, 48 h | actives 2.9% (n = 350,000); also: potency is read from the fitted curve at half-maximal effect; % of control where 0% means no effect; nearly all actives have a fitted effect of over 50% in size
Starred values were filed as active, the others as inactive; u = inconclusive; x = not tested or not shown; & = joins results of further samples; [ ] = remark or other dose. Unless noted, calls follow the shape of the dose curve; as a rule, active = well fitted curve in the direction sought with a large enough effect; inconclusive = small, poorly fitted or top-dose-only effect, or another doubt; inactive = no such curve, though single readings can be large; an effect the other way counts as inactive or inconclusive. Some of the compounds tested (hit frequency here may not be typical).

Short forms – A = HT1080 IDH1KD tx; B = HT1080-NT tox; C = SW480 rereplic; D = DRD3 agonist; E = MCF10A rereplic
CNCCN(C)c1nc(-c2cccs2)nc2ccccc12
  A = u | B = u | C = x | D = x | E = x

CCCN1CNc2c(c(=O)[nH]c(=S)n2CCc2ccc(C)cc2)C1
  A = 16% | B = 8% | C = x | D = x | E = x

CCCN1CNc2c(c(=O)[nH]c(=S)n2CCc2ccc3c(c2)OCCO3)C1
  A = 10% | B = 0% | C = x | D = x | E = x

O=C(COc1ccccc1C(=O)Nc1ccccc1)NC1CCCCC1
  A = -18% | B = -21% | C = x | D = x | E = x

c1ccc(Nc2nc(-c3ccccc3)c(-c3ccccc3)s2)cc1
  A = u | B = -28% | C = x | D = x | E = x

COc1ccc(CCn2c(=S)[nH]c(=O)c3c(C)cc(C)nc32)cc1OC
  A = 28% | B = 11% | C = x | D = x | E = x

COc1ccc(CN(Cc2ccccc2)C(=O)c2ccc(O)cc2)cc1COc1ccc(NC(C)=O)cc1
  A = u | B = u | C = x | D = x | E = x

CCCN1CNc2c(c(=O)[nH]c(=S)n2CCc2cccc(Cl)c2)C1
  A = 13% | B = 3% | C = x | D = x | E = x

Cc1ccc(S(=O)(=O)N2CCN(c3nc(-n4ccnc4)nc4ccccc34)CC2)cc1
  A = 19% | B = 14% | C = x | D = x | E = x

COc1cccc(NC(=O)COc2ccccc2C(=O)Nc2ccccc2)c1
  A = -10% | B = -8% | C = x | D = x | E = x

COc1cc2nc(N3CCCN(C)CC3)nc(NC3CC3)c2cc1OC
  A = -19% | B = -21% | C = x | D = x | E = x

NC1C(N)C(N)C1N (configuration not stated)
  A = 4% | B = 9% | C = x | D = x | E = x

O=C(Cc1ccc(Br)cc1)NO
  A = 0% | B = -13% | C = x | D = x | E = x

CS(=O)(=O)c1ccccc1NC(=O)COc1ccccc1C(=O)Nc1ccccc1
  A = 11% | B = 8% | C = x | D = x | E = x

CCCN1CNc2c(c(=O)[nH]c(=S)n2CCc2ccccc2C)C1
  A = 22% | B = 12% | C = x | D = x | E = x

Cc1cc(C)cc(S(=O)(=O)N2CCN(c3nc(-c4cccs4)nc4ccccc34)CC2)c1
  A = 17% | B = 22% | C = x | D = x | E = x

O=C(Cc1ccc2ccccc2c1)NO
  A = 19% | B = 24% | C = x | D = x | E = x

CCCCOc1ccc(C(=O)NO)cc1
  A = u | B = u | C = x | D = x | E = x

CC(C)(C)c1ccc(S(=O)(=O)N2CCN(c3nc(-c4cccs4)nc4ccccc34)CC2)cc1
  A = -2%&2% | B = 18%&-10% | C = x | D = x | E = x

N#Cc1nc(-c2ccccc2)cc(-c2ccccc2)n1
  A = 17% | B = 6% | C = x | D = x | E = x

O=C1NC(=O)c2cc(Nc3ccccc3)c(Nc3ccccc3)cc21
  A = -19% | B = -4% | C = x | D = x | E = x

Cc1ccccc1NC(=O)COc1ccccc1C(=O)Nc1ccccc1
  A = -2% | B = 0% | C = x | D = x | E = x

CCCN1CNc2c(c(=O)[nH]c(=S)n2CCc2ccc(OC)cc2OC)C1
  A = 8% | B = 0% | C = x | D = x | E = x

CCCN1CNc2c(c(=O)[nH]c(=S)n2CCc2c(C)cccc2C)C1
  A = 4% | B = 18% | C = x | D = x | E = x

COc1ccc(/C=C(\C)C(=O)NO)cc1
  A = 1% | B = 0% | C = x | D = x | E = x

CCCN1CNc2c(c(=O)[nH]c(=S)n2CCc2ccsc2)C1
  A = 20% | B = 15% | C = x | D = x | E = x

CC(C)S(=O)(=O)N1CCN(c2nc(-c3cccs3)nc3ccccc23)CC1
  A = -11% | B = -15% | C = x | D = x | E = x

O=C(c1ccc2c(=O)n(Cc3ccc4c(c3)OCO4)c(=S)[nH]c2c1)N1CCN(Cc2ccccc2)CC1
  A = -7% | B = -6% | C = x | D = x | E = x

CCCN1CNc2c(c(=O)[nH]c(=S)n2CCc2ccc(C)c(C)c2)C1
  A = u | B = u | C = x | D = x | E = x

O=C(NNc1c(Cl)cccc1Cl)c1sc2ccccc2c1Cl
  A = u | B = -25% | C = x | D = x | E = x

COc1cc2nc(N3CCCN(C)CC3)nc(N)c2cc1OC
  A = -15% | B = -3% | C = x | D = x | E = x

COCCn1c(=S)[nH]c2cc(C(=O)N3CCN(Cc4ccccc4)CC3)ccc2c1=O
  A = 22% | B = 13% | C = x | D = x | E = x

CNc1nc(-c2ccccc2)c(-c2ccccc2)s1
  A = 4% | B = 1% | C = x | D = x | E = x

COc1cc(Br)c(CC(=O)NO)cc1OC
  A = 9% | B = 1% | C = x | D = x | E = x

CC(C)Sc1nnc2c3ccccc3n(C)c2n1
  A = 5% | B = 2% | C = x | D = x | E = x

CCc1cc(C(=O)/C=C/c2cc3c(cc2C)OCCO3)c(O)cc1O
  A = -66% | B = u | C = x | D = x | E = x

COc1cc2nc(NC3CCN(C)CC3)nc(N3CCCN(C)CC3)c2cc1OC
  A = -3% | B = 9% | C = x | D = x | E = x

CCOc1ccc(NC(=O)CSc2nnc3c(n2)[nH]c2ccc(S(=O)(=O)N4CCOCC4)cc23)cc1
  A = 23% | B = 8% | C = x | D = x | E = x

COc1ccc(CNc2ccccc2C(=O)NCc2ccccc2)cc1COc1ccc(NC(C)=O)cc1
  A = -5% | B = 2% | C = x | D = x | E = x

CCCN1CNc2c(c(=O)[nH]c(=S)n2CCc2cccc(C)c2)C1
  A = 20% | B = 8% | C = x | D = x | E = x

O=C(NNc1ccccc1F)c1cccs1
  A = u | B = u | C = x | D = x | E = x

COc1cc2nc(N3CCN(C)CC3)nc(NC3CCN(C)CC3)c2cc1OC
  A = -12% | B = -10% | C = x | D = x | E = x

CCCN1CNc2c(c(=O)[nH]c(=S)n2CCC(C)C)C1
  A = 9% | B = 0% | C = x | D = x | E = x

Nc1ncnc2c1nc(Sc1ccc(Cl)cc1)n2[C@H]1OC2COP(=O)(O)O[C@H]2[C@@H]1O (some centres not stated)
  A = 0% | B = -11% | C = x | D = x | E = x

COc1cc2nc(NC3CCN(C)CC3)nc(NC3CCN(C)CC3)c2cc1OC
  A = 6% | B = 3% | C = x | D = x | E = x

CC(C)NC(=O)COC(=O)c1ccccc1OCC(=O)Nc1ccc(Br)cc1
  A = -10% | B = -24% | C = x | D = x | E = x

COc1ccc2c(c1)c1nnc(SC(C)C)nc1n2C
  A = -3% | B = 3% | C = x | D = x | E = x

COc1cccc(Sc2nc(N(C)C)ncc2S(=O)(=O)c2ccc(Cl)cc2)c1
  A = 5% | B = 0% | C = x | D = x | E = x

CCCN1CNc2c(c(=O)[nH]c(=S)n2CCc2cc(C)cc(C)c2)C1
  A = u | B = u | C = x | D = x | E = x

CCCN1CNc2c(c(=O)[nH]c(=S)n2Cc2ccc(OC)c(OC)c2)C1
  A = 22% | B = 10% | C = x | D = x | E = x

(continued)
Short forms – A = HT1080 IDH1KD tx; B = HT1080-NT tox; C = SW480 rereplic; D = DRD3 agonist; E = MCF10A rereplic
O=S(=O)(c1ccc(C(F)(F)F)cc1)N1CCN(c2nc(-c3cccs3)nc3ccccc23)CC1
  A = -3% | B = 5% | C = x | D = x | E = x

NC(=O)NS(=O)(=O)c1ccc(N)cc1
  A = x | B = x | C = 4% | D = 4 | E = 9%

O=C(O)CN(CCOCCOCCN(CC(=O)O)CC(=O)O)CC(=O)O
  A = x | B = x | C = -2% | D = 3 | E = -4%

CCOC(=O)c1c(C)n(C)c2ccc(O)cc12
  A = x | B = x | C = 4% | D = 4 | E = -4%

CC(C)C1=CC2=CC[C@@H]3[C@](C)(CCC[C@@]3(C)C(=O)O)[C@H]2CC1
  A = x | B = x | C = -10% | D = -10 | E = 2%

C#CCN[C@@H]1CCc2ccccc21
  A = x | B = x | C = 1% | D = -3 | E = 0%

F[Si-2](F)(F)(F)(F)F
  A = x | B = x | C = 4% | D = -3 | E = 5%

CC(=O)O[C@H]1C[C@@H]2CC[C@@H]3[C@H](CC[C@@]4(C)[C@H]3C[C@H]([N+]3(C)CCCCC3)[C@@H]4OC(C)=O)[C@@]2(C)C[C@@H]1N1CCCCC1
  A = x | B = x | C = 12% | D = -10 | E = 7%

Oc1ccc(O)cc1
  A = x | B = x | C = u | D = 4 | E = u

CCN(CC)C(=O)/C(C#N)=C/c1cc(O)c(O)c([N+](=O)[O-])c1
  A = x | B = x | C = 17% | D = 4 | E = 4%

O=C(O)CC/C=C\CC[C@@H]1[C@@H](N2CCCCC2)[C@@H](O)C[C@@H]1OCc1ccc(-c2ccccc2)cc1
  A = x | B = x | C = 0% | D = -8 | E = 8%

CC(=O)SC[C@@H](Cc1ccccc1)C(=O)NCC(=O)OCc1ccccc1
  A = x | B = x | C = 0%[20.6 µM] | D = 10 | E = 2%[20.6 µM]

COC(F)(F)C(Cl)Cl
  A = x | B = x | C = 2% | D = 3 | E = -5%

CN1C[C@@H]2C[C@H]1CN2c1cc2c(cc1F)c(=O)c(C(=O)O)cn2C1CC1
  A = x | B = x | C = -2% | D = 2 | E = 1%

CCCCCCCCCCC(CO)CCCCCCCC (configuration not stated)
  A = x | B = x | C = -1% | D = 2 | E = 1%

COc1ccc2c(=O)c(C)c(-c3ccccc3)oc2c1CN(C)C
  A = x | B = x | C = -2% | D = -6 | E = 0%

CC(C)(C)CC(C)(C)c1ccc(OCCO)cc1
  A = x | B = x | C = 7% | D = 7 | E = 8%

NNc1nnc(NN)c2ccccc12
  A = x | B = x | C = 0% | D = -1 | E = 12%

O=C(Nc1ccc(O)cc1)c1ccccc1O
  A = x | B = x | C = -4% | D = 0 | E = 1%

CCN(CC)CCOC(=O)c1cccnc1
  A = x | B = x | C = 2% | D = -5 | E = 11%

NCCNCCNCCNCCN
  A = x | B = x | C = -7% | D = -12 | E = 2%

CCN(CC)CCNC(=O)COc1ccc(Cl)cc1
  A = x | B = x | C = 3% | D = -17 | E = 0%

CCOc1ccc(S(=O)(=O)O)c2cccnc12
  A = x | B = x | C = -4% | D = 5 | E = 8%

O=C1CSC2(CCN(CCCN3c4ccccc4Sc4ccc(Cl)cc43)CC2)N1
  A = x | B = x | C = 7% | D = -4 | E = 19µM*

CCC(Cc1c(I)cc(I)c(O)c1I)C(=O)O (configuration not stated)
  A = x | B = x | C = 0% | D = 6 | E = 2%

O=S(=O)(O)CC(S)CS (configuration not stated)
  A = x | B = x | C = 6% | D = 1 | E = 3%

CC12CCC(C[N+](C)(CCC[N+](C)(C)C)C1)C2(C)C (configuration not stated)
  A = x | B = x | C = 1% | D = -11 | E = -9%

CC(C)(C)CC(C)(C)c1ccc(O)c(-n2nc3ccccc3n2)c1
  A = x | B = x | C = 2% | D = -11 | E = 27µM*

NCCNc1cccc2ccccc12
  A = x | B = x | C = 0% | D = -9 | E = 5%

CCCCCCCCCCCCCCCCCC(=O)OC[C@@H](O)[C@H]1OC[C@H](O)[C@H]1O
  A = x | B = x | C = -1% | D = -12 | E = -2%

FC(F)(F)C(F)(F)C(F)(F)C(F)(F)C(F)(F)F
  A = x | B = x | C = -4% | D = -17 | E = -7%

3 entries drawn at random from those above, as already listed:
Short forms – A = HT1080 IDH1KD tx; B = HT1080-NT tox; C = SW480 rereplic; D = DRD3 agonist; E = MCF10A rereplic
NCCNc1cccc2ccccc12
  A = x | B = x | C = 0% | D = -9 | E = 5%

FC(F)(F)C(F)(F)C(F)(F)C(F)(F)C(F)(F)F
  A = x | B = x | C = -4% | D = -17 | E = -7%

CC(C)(C)CC(C)(C)c1ccc(O)c(-n2nc3ccccc3n2)c1
  A = x | B = x | C = 2% | D = -11 | E = 27µM*

Single records (already shown).
Profile of FC(F)(F)C(F)(F)C(F)(F)C(F)(F)C(F)(F)F = HT1080 IDH1KD tx = x; HT1080-NT tox = x; SW480 rereplic = -4%; DRD3 agonist = -17; MCF10A rereplic = -7%
Profile of CC12CCC(C[N+](C)(CCC[N+](C)(C)C)C1)C2(C)C (configuration not stated) = HT1080 IDH1KD tx = x; HT1080-NT tox = x; SW480 rereplic = 1%; DRD3 agonist = -11; MCF10A rereplic = -9%
